B2AR arrestin ag – ADRB2 beta-arrestin recruitment; P07550; HTLA Tango cells, beta-arrestin recruitment, luciferase luminescence, 18 h; Potency, µM (titrated, usually from 46.1 µM), without a hit: top-dose activation, usual class: activators; 44,000 tested, under 10 active;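 further: potency means the concentration at half of the fitted maximal effect; 0% = DMSO and full agonism = EC100 isoproterenol or metaproterenol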
Target sequence (P07550 whole entry, looked up): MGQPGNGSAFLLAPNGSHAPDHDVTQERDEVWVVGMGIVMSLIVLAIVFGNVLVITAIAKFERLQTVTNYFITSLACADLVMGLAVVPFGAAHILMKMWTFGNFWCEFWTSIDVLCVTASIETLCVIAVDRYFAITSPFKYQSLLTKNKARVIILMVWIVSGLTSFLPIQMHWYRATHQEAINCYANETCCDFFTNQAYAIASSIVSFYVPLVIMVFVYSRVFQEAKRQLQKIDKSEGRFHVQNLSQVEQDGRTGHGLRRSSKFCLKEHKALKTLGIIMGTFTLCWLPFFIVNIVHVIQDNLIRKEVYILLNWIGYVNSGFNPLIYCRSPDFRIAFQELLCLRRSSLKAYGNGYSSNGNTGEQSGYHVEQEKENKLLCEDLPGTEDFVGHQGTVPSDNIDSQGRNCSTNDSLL
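Tango cells (recombinant beta2-AR, beta-arrestin, tTA-driven luciferase), 1500/well in DMEM 1% FBS, treated 18 h at 37 °C with compounds up to 46 µM; luciferin mix added, luminescence read after 15 min; %activity curves fitted and curve-classed.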
NTMT1 inhibitor – inhibitors of human N-terminal methyltransferase NTMT1; Q9BV86; NTMT1 MTase-Glo SAH luminescence, purified enzyme; Potency, µM (series often up to 114 µM), for inactives: top-dose activity change, negative = inhibition, actives largely listed as inhibitors; AID 1645870; 59,000 compounds, 2.5% hits;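 further: potency means the concentration at half of the fitted maximal effect; plate controls were DMSO vehicle for no effect and no enzyme for full effect; nearly all actives have a fitted effect of over 65% in size; many of its hits are not listed in these tables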
Target sequence (Q9BV86 whole entry, looked up): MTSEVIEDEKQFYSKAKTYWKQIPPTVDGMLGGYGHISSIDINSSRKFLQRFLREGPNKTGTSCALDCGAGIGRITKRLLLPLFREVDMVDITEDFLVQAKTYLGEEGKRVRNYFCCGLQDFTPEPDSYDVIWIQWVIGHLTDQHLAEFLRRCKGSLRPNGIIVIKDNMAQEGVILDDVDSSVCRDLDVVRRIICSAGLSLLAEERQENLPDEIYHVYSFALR
GALK inh – inhibitors of human galactokinase (GALK) | recombinant GALK, Kinase-Glo ATP luminescence, 1 h | P51570 | 44,000 tested, under 10 active | Potency, µM (highest dose often 57.5 µM), for the others: top-dose activity, negative = inhibition, usual class: inhibitors;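 further: plate controls were full GALK reaction for no effect and reaction lacking GALK for full effect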
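Luminescent ATP-depletion readout (Kinase-Glo Plus, 10 min) after 1 h RT reaction of 5 nM GALK, 35 uM ATP, 100 uM galactose, pH 8.0 HEPES buffer. Decreased kinase activity scored as inhibition.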
TSG101-PTAP inh – inhibitors of HIV-1 PTAP binding to human TSG101, validation | Q99816 | Fluorescence polarization, FITC-PTAP peptide/Tsg101, 20 min | Potency, µM (doses to about 115 µM), without a hit: at the highest dose activity change, negative = inhibition, most hits filed as inhibitors | 44,000 tested, under 10 active | AID 1347069; further: potency means the concentration at half of the fitted maximal effect; 0% is about no effect
Target sequence (Q99816 whole entry, looked up): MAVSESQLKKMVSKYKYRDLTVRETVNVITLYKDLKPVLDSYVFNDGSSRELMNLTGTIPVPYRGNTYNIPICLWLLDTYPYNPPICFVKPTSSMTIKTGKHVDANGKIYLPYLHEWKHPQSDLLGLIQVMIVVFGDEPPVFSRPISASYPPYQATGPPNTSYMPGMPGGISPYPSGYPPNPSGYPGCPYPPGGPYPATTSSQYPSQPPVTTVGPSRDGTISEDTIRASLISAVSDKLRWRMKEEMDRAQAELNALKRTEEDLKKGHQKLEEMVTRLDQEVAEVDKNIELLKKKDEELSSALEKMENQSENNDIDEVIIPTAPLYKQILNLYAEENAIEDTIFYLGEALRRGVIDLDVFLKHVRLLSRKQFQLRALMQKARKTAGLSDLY
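qHTS FP binding, 20 min r.t.: 10 uM Tsg101 domain + 50 nM FITC-PTAP peptide, pH 7.5 HEPES buffer with TCEP and EDTA.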
p53null 32C tox – kills p53 null cells at the permissive temperature | H1299-neo p53 null cells, ATP luminescence, 24 h, 32C | Potency, µM (top dose mostly 46.1 µM), without a hit: at the highest dose activity change, negative = cytotoxicity, usual class: cytotoxic | 55,000 compounds, 0.62% hits;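 further: potency means the concentration at half of the fitted maximal effect; 0% = DMSO only and -100% = full killing by 100 µM tamoxifen; nearly all actives have a fitted effect of over 55% in size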
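H1299-neo (p53 null) cells, 600/well, treated 24 h at 32C with compound up to 46 uM; ATPlite luminescence viability, normalized to DMSO and 100 uM tamoxifen; AC50 by Hill fit.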
FH mod – Identification of activators of human fumarate hydratase by quantitative high-throughput screening; Fumarate hydratase, mitochondrial (Homo sapiens), P07954; FH coupled MDH/diaphorase resazurin fluorescence, 15 min; Potency, µM (titrated, usually from 79.9 µM), for inactives: at the highest dose activity change, negative = inhibition, hits mostly inhibitors; 54,000 compounds, 0.22% hits; further: potency means the concentration at half of the fitted maximal effect; on the % scale 0 is the no-effect control and ±100 the full control effect; the screen sought activators but most active calls are inhibition curves; nearly all actives have a fitted effect of over 45% in size
p53null 39C kill – kills p53 null cells at the nonpermissive temperature. H1299 p53-null (neo) cells, 39C, ATPlite viability, 24 h. AID 904. Potency, µM (doses to about 46.1 µM), without a hit: top-dose activity, negative = cell killing, hits mostly cytotoxic. 55,000 compounds, 0.97% hits;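 further: potency means the concentration at half of the fitted maximal effect; 0% = DMSO only and -100% = full killing by 100 µM tamoxifen; nearly all actives have a fitted effect of over 50% in size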
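Cells seeded at 600/well, 37C overnight. Compound added (up to 46 uM), plates shifted to 39C for 24 hr. ATPlite added, luminescence read after 20 min at room temperature.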
Active calls of the source: *; ? = inconclusive; [ ] = remark or other dose. The call rests on the fitted dose curve; in most records, active means well fitted curve in the direction sought with a large enough effect; inconclusive means small, poorly fitted or top-dose-only effect, or another doubt; inactive means no such curve, though single readings can be large; an effect the other way counts as inactive or inconclusive. A portion of the library; count on the stated rates, not on these rows.

#	SMILES	B2AR arrestin ag	NTMT1 inhibitor	GALK inh	TSG101-PTAP inh	p53null 32C tox	FH mod	p53null 39C kill
1	O=c1cc2nc(-c3ccccc3)nc(SCc3cccc(Br)c3)n2[nH]1	1%	18%	1%	-3%	-2%	?	-4%
2	COc1ccccc1-c1nnc(SCC(=O)Nc2ccccc2F)o1	-2%	11%	2%	-1%	-16%	-4%	-19%
3	CN1CCN(CCNC(=O)c2cnn(-c3ccc(Cl)cc3)c2C2CCN(C(=O)OC(C)(C)C)CC2)CC1	1%	5%	0%	-5%	-7%	-5%	-4%
4	Cc1ccc(CNC(=O)CCCn2nc(C)c3c(C)n(-c4ccccc4)nc3c2=O)cc1	3%	-1%	-2%	-1%	20%	-10%	14%
5	Cc1c(C(=O)Nc2ccc(F)c(Cl)c2)oc2ccc(S(=O)(=O)N(C)C3CCCCC3)cc12	2%	-3%	-1%	0%	-12%	-27%	5%
6	Cc1ccc(C)c(Cn2c3ccccc3c3cnn(CC(=O)NC(C)c4ccccc4)c(=O)c32)c1 (stereo unspecified)	-1%	13%	1%	1%	-3%	-3%	-20%
7	Cc1cc2c(cc1C)NC(CC(=O)Nc1cccc(C)c1C)C(=O)N2 (stereo unspecified)	0%	13%	-19%	-1%	-3%	-13%	16%
8	Cc1cc2nc3c(=O)n(C)c(=O)n(C)c3nc2cc1N=CN(C)C	-2%	-5%	-1%	-18%	4%	-6%	-4%
9	CCOc1ccccc1CN1CCc2nc(Nc3ccc4c(c3)OCCO4)ncc2C1	-1%	5%	0%	-1%	6%	-15%	1%
10	CNC(=O)Cn1c(=O)c2cccn2c2ccc(F)cc21	-1%	-10%	-2%	1%	5%	-3%	-13%
11	CC(C)CCNC(=O)c1ccc(Cn2c(SCC(=O)NC(C)C)nc3ccccc3c2=O)cc1	0%	2%	-2%	-1%	-8%	-9%	-28%
12	Cc1cccc(C(=O)NCC(=O)OCc2cc(=O)n3nc(CC(C)C)sc3n2)c1	0%	?	-1%	-3%	7%	19%	1%
13	COc1ccc(OC)c(CNC(=O)c2nn(C)c3c2CS(=O)(=O)c2ccccc2-3)c1	-1%	7%	2%	0%	3%	3%	-11%
14	COC(=O)c1cc2oc(C)cc2n1Cc1ccc(Br)cc1F	-1%	?	6%	-1%	0%	-23%	4%
15	COc1cccc2sc(N(Cc3cccnc3)C(=O)c3ccc4c(c3)OCCO4)nc12	-1%	7%	0%	-2%	27%	?	3%
16	CN(Cc1ccccc1)C(=O)c1ccc(CSc2nc3cccnc3n2Cc2ccccc2)cc1	1%	2%	1%	3%	-2%	-37%	-25%
17	CCCN(CCC)CCCNC(=O)C1CCN(S(=O)(=O)c2cccc3nsnc23)CC1	1%	-7%	8%	-2%	-6%	-4%	-17%
18	COc1cccc(CNC(=O)C(=O)NCC(c2cccs2)S(=O)(=O)c2cccs2)c1 (stereo unspecified)	-2%	4%	-1%	-1%	-3%	-16%	-9%
19	Cc1ccc(Nc2c(-c3cccs3)nc3nc(C)cc(C)n23)cc1	0%	-27%	4%	-1%	17%	-17%	-4%
20	CN(C)CCN(Cc1ccccc1)S(=O)(=O)c1ccc(-c2cc(C(F)(F)F)on2)s1	0%	-11%	3%	0%	2%	-16%	?

Random excerpt: 2 records from the list, in no set order.
#	SMILES	B2AR arrestin ag	NTMT1 inhibitor	GALK inh	TSG101-PTAP inh	p53null 32C tox	FH mod	p53null 39C kill
13	COc1ccc(OC)c(CNC(=O)c2nn(C)c3c2CS(=O)(=O)c2ccccc2-3)c1	-1%	7%	2%	0%	3%	3%	-11%
9	CCOc1ccccc1CN1CCc2nc(Nc3ccc4c(c3)OCCO4)ncc2C1	-1%	5%	0%	-1%	6%	-15%	1%

The list continues:
#	SMILES	B2AR arrestin ag	NTMT1 inhibitor	GALK inh	TSG101-PTAP inh	p53null 32C tox	FH mod	p53null 39C kill
21	Cc1cc(C)cc(NC(=O)C2CCN(c3nnc(-n4c(C)ccc4C)s3)CC2)c1	-3%	-2%	1%	2%	1%	-24%	-28%
22	COc1ccc2cc3cc(C(=O)N4CCN(c5ccccc5F)CC4)oc3nc2c1	1%	5%	1%	-1%	2%	-10%	4%
23	O=C(CSC1=Nc2ccccc2C2=NC(CCC(=O)NC3CCCCC3)C(=O)N12)Nc1cccc(C(F)(F)F)c1 (stereo unspecified)	0%	10%	2%	-1%	-12%	-37%	-16%
24	COc1cccc(NC(=O)CSC2=Nc3ccccc3C3=NC(CC(=O)NCc4cccs4)C(=O)N23)c1 (stereo unspecified)	0%	4%	-1%	-4%	-1%	-1%	2%
25	Cn1cc(C(=O)NCCc2ccc(Cl)cc2)c(=O)c2cc(S(=O)(=O)N3CCOCC3)ccc21	-2%	26%	6%	1%	3%	1%	-1%
26	COc1cccc2c1Oc1ncccc1N(c1ccc(C(=O)NCc3cccc(C)c3)s1)C2	0%	-7%	-3%	-2%	4%	-17%	4%
27	Cc1ccc(NC(=O)CCS(=O)(=O)c2cc3c4c(c2)CCN4C(=O)CC3)c(C)c1	0%	13%	0%	1%	-1%	-1%	?
28	Cc1ccc(NC(=O)/C(C#N)=C\c2ccc(Cl)cc2Cl)cc1C	-2%	17%	0%	-9%	-29%	-8%	-16%
29	COc1cc(OC)c(NC(=O)COc2ccccc2-c2nnc(-c3ccccc3)o2)cc1Cl	1%	15%	-2%	-7%	2%	-7%	2%
30	COc1ccc(NC(=O)Cn2c(=O)nc(-c3ccccc3)c3ccccc32)cc1OC	1%	-2%	-3%	-5%	3%	-1%	0%
31	Cc1ccc(Cl)cc1N1CCN(C(=O)CN2C(=O)COc3ccc(S(=O)(=O)N4CCCCCC4)cc32)CC1	1%	13%	-1%	1%	10%	-16%	6%
32	Cc1cc(C)c(OCC(=O)N(Cc2cccc(F)c2)Cc2ccco2)c(C)c1	-1%	12%	1%	1%	35%[activator]	-37%	9%
33	O=S(=O)(c1ccccc1)c1nc(-c2ccc(F)cc2)oc1N1CCOCC1	0%	11%	7%	-2%	1%	-7%	-17%
34	CCOc1ccc(NC(=O)Nc2cccc(C)n2)cc1	1%	-11%	-8%	2%	-15%	-1%	-26%
35	CCOCCCNC(=O)c1ccc(-c2nc(CS(=O)(=O)c3ccccc3)c(C)o2)cc1	0%	6%	-5%	2%	6%	-11%	15%
36	Cc1ccc(Cl)cc1NC(=O)Cn1c(=O)oc2cc(S(=O)(=O)N3CCCC3)ccc21	0%	12%	-13%	4%	-5%	-5%	-1%
37	COc1ccc(N2CCN(C(=O)Cn3cnc4sc(C)c(S(=O)(=O)N5CCCCC5)c4c3=O)CC2)cc1	0%	-6%	-7%	-5%	5%	-13%	-3%
38	CCN1CCN(C(=O)Cn2c(-c3cccs3)cc3ccccc32)CC1	1%	?	-2%	-7%	-7%	-5%	-5%
39	CCCOC(=O)c1c(NC(=O)C2c3ccccc3Oc3ccccc32)sc2c1CCC(C)C2 (stereo unspecified)	0%	?	0%	-1%	-2%	-2%	-4%
40	COc1ccc(OCC(=O)Nc2cccc(-c3nc4ccccc4s3)c2C)cc1	-2%	11%	3%	-1%	-24%	-6%	-18%

Profiles as entered above. Order of values: B2AR arrestin ag, NTMT1 inhibitor, GALK inh, TSG101-PTAP inh, p53null 32C tox, FH mod, p53null 39C kill
Listed for CCOc1ccc(NC(=O)Nc2cccc(C)n2)cc1 = 1%, -11%, -8%, 2%, -15%, -1%, -26%
Listed for COc1ccc(OCC(=O)Nc2cccc(-c3nc4ccccc4s3)c2C)cc1 = -2%, 11%, 3%, -1%, -24%, -6%, -18%

Continued.
#	SMILES	B2AR arrestin ag	NTMT1 inhibitor	GALK inh	TSG101-PTAP inh	p53null 32C tox	FH mod	p53null 39C kill
41	CCCCN(CCCC)CCNC(=O)c1cn(CC)c2ccc(S(=O)(=O)N3CCc4ccccc4C3)cc2c1=O	1%	-11%	1%	-4%	12%	?	-24%
42	CCOc1ccccc1NC(=O)Cc1csc(COc2cccc(C)c2)n1	-2%	?	-5%	-2%	4%	-11%	-3%
43	COc1ccc(-c2onc(C)c2C)cc1S(=O)(=O)NCCc1ccccc1	1%	-2%	0%	-1%	3%	-16%	-28%
44	CCN(C(=O)c1cc2cc3ccc(OC)cc3nc2o1)c1cccc(C)c1	1%	-3%	7%	-1%	-21%	?	10%
45	CNC(=O)c1ccc(Nc2nnc(-c3ccc(C)c(S(=O)(=O)N(C)C)c3)c3ccccc23)cc1	1%	1%	1%	-5%	7%	?	?
46	Cc1ccc(CN(C(=O)c2ccccc2[N+](=O)[O-])c2ccccn2)cc1	-4%	-14%	?	-7%	-2%	-6%	?
47	CCCCn1c(=NC(=O)c2c(-c3c(F)cccc3Cl)noc2C)c(C(=O)OCC)cc2c(=O)n3ccccc3nc21	-2%	4%	1%	-11%	-8%	-6%	-2%
48	CCc1ccccc1NC(=O)CSc1nnc(CC)c(CC)n1	0%	11%	0%	3%	-6%	1%	-18%
49	Cc1ccc(N2C(=O)CSC23C(=O)N(CC(=O)Nc2ccc(C(C)C)cc2)c2ccccc23)cc1C (stereo unspecified)	0%	13%	2%	-4%	12%	?	15%
50	O=C(NCCCN1CCN(c2ccccc2)CC1)c1ccc2nc(CCc3ccccc3)oc2c1	0%	-11%	-5%	-2%	2%	-14%	-1%
51	CC(=O)c1ccc(S(=O)(=O)N2CCn3cccc3C2c2ccc(F)c(F)c2)cc1 (stereo unspecified)	-3%	10%	0%	1%	-1%	-17%	-7%
52	COc1ccccc1N1CCN(C(=O)Cn2ncc3c(=O)oc4ccc(C)cc4c32)CC1	-2%	-9%	5%	0%	?	1%	?
53	O=C(COc1ccc(Cl)cc1)Nc1sc2c(c1C(=O)Nc1cccc(Cl)c1)CCCC2	0%	25µM*	-18%	0%	-3%	3%	4%
54	Cc1ccccc1NC(=O)c1ccc2nc(Cc3ccccc3)oc2c1	2%	4%	0%	0%	4%	-2%	?
55	CCc1nnc(SCc2ccc(F)cc2Cl)c2cc3sccc3n12	-1%	-1%	-7%	-1%	-1%	1%	?
56	Cc1cc(-c2ccc(S(=O)(=O)Nc3cccc(C)c3C)s2)on1	0%	1%	1%	0%	-13%	-10%	?
57	Nc1c(C(=O)Nc2cccc(F)c2)c2ccccn2c1C(=O)c1ccccc1	-3%	3%	0%	1%	1%	6%	1%
58	CCCS(=O)(=O)NCCc1csc2nc(-c3ccc(C)cc3)nn12	-2%	-3%	-2%	-1%	-4%	-22%	?
59	COc1cccc(N2CCN(c3ncnc4c3c(-c3ccccc3)cn4-c3cccc(C(F)(F)F)c3)CC2)c1	1%	6%	-2%	4%	-12%	2%	3%
60	O=C(CSc1nc2ccsc2c(=O)n1Cc1ccccc1Cl)NCc1ccc(F)cc1	1%	-11%	-1%	-8%	16%	4%	-3%
61	CSc1cccc(NC(=O)Cn2nnc(C(=O)NCCc3ccccc3)c2N)c1	2%	-1%	3%	-3%	?	7%	14%
62	O=C(OCc1cc(=O)n2nc(-c3cccs3)sc2n1)c1ccccc1Cl	-1%	-4%	6%	2%	2%	-27%	25%
63	O=C(Cn1cc(C(=O)c2ccco2)c2ccccc21)Nc1ccccc1C(F)(F)F	-2%	2%	1%	-1%	-27%	3%	-24%

Compound activity: PubChem, National Center for Advancing Translational Sciences (NCATS)
